PAFAH1B3 FP inh: blocks human PAF acetylhydrolase 1B catalytic subunit 3. Q15102. recombinant PAFAH1B3, FP-rhodamine probe, fluorescence polarization. inhibition, % at 3.39 µM. 340,000 tested, 0.28% active. AID 492972;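 active = inhibition above the screen-wide average of all tested compounds plus 3 SD, cut at about 25% in these data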;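 note: 0% = enzyme with DMSO only and 100% = wells lacking PAFAH1B3 protein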
Target sequence (Q15102 whole entry, looked up): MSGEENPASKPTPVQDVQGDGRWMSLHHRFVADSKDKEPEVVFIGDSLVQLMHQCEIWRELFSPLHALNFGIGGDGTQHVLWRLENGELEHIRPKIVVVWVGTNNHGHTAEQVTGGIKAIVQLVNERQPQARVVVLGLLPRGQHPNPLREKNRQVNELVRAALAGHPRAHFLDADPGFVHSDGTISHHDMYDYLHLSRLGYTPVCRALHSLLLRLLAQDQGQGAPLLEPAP
ZTA DNA inh: counter-screen for EBNA-1 inhibitors: inhibitors of Epstein-Barr virus ZTA; P03206; ZTA-DNA binding, fluorescence polarization; inhibition, % at 11 µM; 320,000 tested, 0.15% active; AID 2234; in the data active = inhibition above about 33%
pPAFAH FP inh: pPAFAH (human) enzyme inhibition. Q13093. recombinant pPAFAH, FP-rhodamine probe fluorescence polarization. inhibition, % at 3.39 µM. 330,000 tested, 1.5% active. AID 463082;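 active = inhibition above the mean inhibition across the screen plus 3 SD, cut at about 25% in these data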;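 note: inhibitors block binding of the rhodamine activity-based probe so polarization drops; 0% = enzyme with DMSO and 100% = wells lacking pPAFAH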
PAFAH2 FP inh: inhibitors of human PAFAH2. Q99487. 340,000 tested, 0.99% active. AID 492956. recombinant PAFAH2, FP-rhodamine activity probe, fluorescence polarization. inhibition, % at 3.39 µM;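 active = inhibition above the mean over all tested compounds plus 3 SD, cut at about 30% in these data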;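 note: inhibitors block probe labeling of enzyme so polarization drops; 0% = enzyme with DMSO and 100% = wells lacking PAFAH2 protein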
LYPLA2 counter: counter-screen for PME1 inhibitors: inhibitors of human LYPLA2. O95372. recombinant LYPLA2, FP-Rh probe fluorescence polarization. inhibition, % at 5.9 µM. 320,000 tested, 0.38% active. AID 2177;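 active = inhibition above the screen-wide mean plus 3 SD, limit set per campaign, cut at about 26% in these data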;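 note: 0% = LYPLA2 with DMSO and 100% = wells lacking LYPLA2 enzyme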
Target sequence (O95372 whole entry, looked up): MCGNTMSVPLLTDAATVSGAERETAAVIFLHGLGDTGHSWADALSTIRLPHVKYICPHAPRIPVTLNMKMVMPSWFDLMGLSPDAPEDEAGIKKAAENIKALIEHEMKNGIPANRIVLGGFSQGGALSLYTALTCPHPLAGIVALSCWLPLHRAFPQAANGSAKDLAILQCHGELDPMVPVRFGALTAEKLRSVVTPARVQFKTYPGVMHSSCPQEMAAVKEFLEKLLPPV
PAFAH1B2 FP inh: inhibitors of human PAFAH1B2; P68402; recombinant PAFAH1B2, FP-rhodamine activity probe, fluorescence polarization; inhibition, % at 3.39 µM; 340,000 tested, 1.2% active;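 active = inhibition above the mean of all tested compounds plus 3 SD, cut at about 24% in these data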;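 note: 0% = enzyme with DMSO and 100% = wells lacking PAFAH1B2; many of its hits are not listed in these tables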
Target sequence (P68402 whole entry, looked up): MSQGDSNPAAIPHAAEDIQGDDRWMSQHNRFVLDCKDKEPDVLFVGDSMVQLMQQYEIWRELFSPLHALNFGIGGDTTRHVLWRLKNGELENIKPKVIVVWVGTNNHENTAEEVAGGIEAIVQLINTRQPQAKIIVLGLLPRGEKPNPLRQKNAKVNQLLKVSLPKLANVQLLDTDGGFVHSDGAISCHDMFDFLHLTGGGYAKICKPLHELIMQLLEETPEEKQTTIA
PREPL inhibitor: human PREPL enzyme inhibition; Q4J6C6; recombinant PREPL, fluorescence polarization activity-based probe; inhibition, % at 5.96 µM; 320,000 tested, 0.68% active; in the data active = inhibition above about 43%;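 note: 0% = enzyme with DMSO and 100% = wells lacking enzyme; many of its hits are not listed in these tables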
EBNA-1 inhibitor: blocks EBNA-1 binding to DNA. EBNA-1 DNA binding, fluorescence polarization. inhibition, % at 14.8 µM. 300,000 tested, 0.34% active. AID 1950; in the data active = inhibition above about 28%
LYPLA1 inh: blocks human lysophospholipase 1, a PME1 counter-screen; 320,000 tested, 0.16% active; inhibition, % at 5.9 µM; AID 2174; recombinant LYPLA1, FP-Rh probe fluorescence polarization;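 active = inhibition above the mean of all tested compounds plus 3 SD, set per campaign, cut at about 14% in these data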;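 note: inhibitors block serine hydrolase probe labeling of LYPLA1 so polarization falls; 0% = enzyme with DMSO and 100% = wells lacking LYPLA1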
Target sequence (O75608 whole entry, looked up): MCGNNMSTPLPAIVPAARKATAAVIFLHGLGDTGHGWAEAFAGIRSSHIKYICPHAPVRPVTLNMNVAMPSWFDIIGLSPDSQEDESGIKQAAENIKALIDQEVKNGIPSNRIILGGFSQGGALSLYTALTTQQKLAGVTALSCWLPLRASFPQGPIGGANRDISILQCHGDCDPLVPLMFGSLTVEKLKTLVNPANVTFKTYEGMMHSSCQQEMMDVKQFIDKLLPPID
An asterisk follows results filed as active; · = no result given; & = joins results of further samples. Not all compounds are listed, so the mix of outcomes need not match the whole.

cpd	Compound	PAFAH1B3 FP inh	ZTA DNA inh	pPAFAH FP inh	PAFAH2 FP inh	LYPLA2 counter	PAFAH1B2 FP inh	PREPL inhibitor	EBNA-1 inhibitor	LYPLA1 inh
1	NC(=O)[C@H]1CC2(CC(c3cccc(NC(=O)COc4ccc(Cl)cc4)c3)=NO2)CN1C(=O)C(c1ccccc1)c1ccccc1 (stereo not given in full)	-27	-4	-17	-57	-71	-14	20	-5	-37
2	O=C(Nc1ccc(S(=O)(=O)Nc2ncccn2)cc1)c1cnc(Cl)c(Cl)c1	0	5	0	0	3	3	1	-2	0
3	COc1ccc(N(C(=O)c2cccnc2)S(=O)(=O)c2ccc(OC)c(OC)c2)cc1	5	13	6	-3	2	8	12	7	3
4	O=C(Nc1ccccc1)OC1CCCCc2cccnc21 (stereo not given)	7	3	9	-2	1	5	6	-3	2
5	COCc1ccc(C(=O)N2CCN(CC(=O)N3CCCC3)CC2)cc1	7	-4	1	4	-5	-2	7	·	-1
6	Cc1ccc(S(=O)(=O)N2CCN(CC(=O)NC3CCCc4ccccc43)CC2)cc1C (stereo not given)	2&7	7	2	9&3	0	4&9	19	5	2
7	CCOc1ccccc1N1CCN(C(=O)NCc2ccc(F)cc2)CC1	1	-3	-6	-22	2	-2	12	-2	3
8	Cc1ccc2[nH]c(CCN(C)C)c(CC#N)c2c1	1	30	-4	-1	1	6	3	3	-1
9	CCn1c(SCC(=O)Nc2cc(C)nn2-c2ccccc2)nnc1-c1cccs1	10	-4	0	1	-3	-5	-8	1	0
10	CCC(C)NCC(=O)Nc1cc(S(=O)(=O)N(CC)c2ccccc2)ccc1Cl (stereo not given)	3	4	5	6	-5	-1	-19	6	-5
11	CCC(=O)N1CCN(c2ccc(NC(=O)c3ccc(Br)o3)cc2)CC1	-1	-3	6	11	3	-3	9	-1	1
12	COc1ccc(C(C(=O)NC2CCCCC2)N(C(=O)Cc2c[nH]c3ccccc23)c2ccccc2)cc1OC (stereo not given)	10	3	10	10	3	5	4	11	-1
13	Cc1cccc(Cc2nnc(CCC(=O)N3CCCC(CN4CCOCC4)C3)o2)c1 (stereo not given)	1	-7	2	-2	0	3	4	2	1
14	CCS(=O)(=O)N1CCc2nc(-c3ccccc3)sc2C1	13	-2	-1	3	-8	2	8	-14	-3
15	CC(C)CCn1c(=O)c2ccccc2n2c(CCC(=O)NC3CCN(Cc4ccccc4)CC3)nnc12	-2	-11	2	1	9	2	0	7	3
16	Cc1onc(-c2ccccc2Cl)c1C(=O)Nc1ccc(Br)cc1	5	12	2	0	-1	2	4	-4	1
17	O=c1oc(-c2cccs2)nc2c1cnn2-c1ccccc1	0	4	18	66*	4	3	11	5	2
18	Cc1ccc2c(c1)nnn2C1CCN(CC(=O)c2ccc(Cl)cc2)CC1	0	14	5	2	-3	2	3	-1	-1
19	CCOC(=O)CNC(=O)CSc1nccn1Cc1ccco1	1	15	4	-1	-3	3	4	1	-2
20	Cc1c(C(=O)N(C)C)c2cc(Cl)ccc2n1O	3	9	1	-7	-1	3	-9	9	-4
21	Cc1cccc(N2CCN(C(=O)c3ccc4nc(-c5ccco5)c(-c5ccco5)nc4c3)CC2C)c1 (stereo not given)	6	-18	26*	1	4	2	24	4	-2
22	CNC(=O)CN(c1cc(C)ccc1C)S(C)(=O)=O	10	-9	5	7	-1	5	11	-6	1
23	CCOC(=O)C1CCN(Cc2nnc(-c3cccc(Br)c3)o2)CC1	-3	6	11	8	-1	6	18	-3	-1
24	CC(=O)Nc1ccc(CN2CCCC(C(=O)c3ccc(C(F)(F)F)cc3)C2)cc1 (stereo not given)	1	20	3	-2	8	9	-7	2	2
25	Cc1ccc(Nc2cc(C)nc3ccc(C)cc23)cc1	-4	4	-2	-4	-2	-1	27	-7	1
26	COc1ccc2[nH]c3c(NCc4ccco4)ncnc3c2c1	·	-6	13	·	-8	·	33	5	-3
27	Cc1ccc2c(c1)c1c(n2CC(O)CN2CCOCC2)CCCC1 (stereo not given)	·	10	8	·	-6	·	15	8	0
28	Cc1cc(Cl)c(OCCOCCN2CCCC(C)C2)c(Br)c1 (stereo not given)	8	-1	2	1	3	4	-14	13	-3
29	CC(=O)N1CCCc2ccc(NS(=O)(=O)c3ccccc3)cc21	-1	-14	-2	6	-4	3	11	-7	-2
30	COc1cccc(NC(=O)c2sc3nc(N4CCOCC4)c4c(c3c2N)CCCC4)c1	7	-6	11	3	6	8	3	2	-8

3 structures from above, sorted by number of heavy atoms, lowest first.
cpd	Compound	PAFAH1B3 FP inh	ZTA DNA inh	pPAFAH FP inh	PAFAH2 FP inh	LYPLA2 counter	PAFAH1B2 FP inh	PREPL inhibitor	EBNA-1 inhibitor	LYPLA1 inh
20	Cc1c(C(=O)N(C)C)c2cc(Cl)ccc2n1O	3	9	1	-7	-1	3	-9	9	-4
16	Cc1onc(-c2ccccc2Cl)c1C(=O)Nc1ccc(Br)cc1	5	12	2	0	-1	2	4	-4	1
18	Cc1ccc2c(c1)nnn2C1CCN(CC(=O)c2ccc(Cl)cc2)CC1	0	14	5	2	-3	2	3	-1	-1

The list continues.
cpd	Compound	PAFAH1B3 FP inh	ZTA DNA inh	pPAFAH FP inh	PAFAH2 FP inh	LYPLA2 counter	PAFAH1B2 FP inh	PREPL inhibitor	EBNA-1 inhibitor	LYPLA1 inh
31	Cc1oc(-c2ccccc2Cl)nc1CS(=O)CC(=O)NCc1ccc(Cl)cc1 (stereo not given)	5	15	7	2	-2	1	-18	16	0
32	Cn1c(=O)[nH]c(=O)c2c1nc(Br)n2CCSc1ncccn1	2	5	3	-5	3	19	4	12	0
33	CC1(C)CC(=O)C=C(NCCN2CCN(C(=S)NC3CCCCC3)CC2)C1	12	14	3	-1	-2	-7	-6	2	1
34	CCOC(=O)c1sc(=NC(=O)c2ccc(Cl)s2)n(C)c1C	-1	12	3	-2	4	3	6	13	0
35	O=C(CCc1ccc(S(=O)(=O)N2CCOCC2)cc1)Nc1ccccc1F	4	·	3	1	·	8	8	·	·
36	Cc1cc(C)c(NC(=O)C2CCCN2CCO)c(C)c1 (stereo not given)	0	-3	6	2	-3	1	-1	5	-4
37	Cc1ccc(C2C3=C(CC(C)(C)CC3=O)N=C3c4ccccc4C(=O)C32)cc1 (stereo not given)	18	17	15	18	-1	17	16	3	-7
38	COc1ccccc1CC1(C)NC(=O)N(CC(=O)Nc2cc(C)on2)C1=O (stereo not given)	6	-5	1	-9	3	3	8	-8	5
39	Cn1c(=O)nc2n(Cc3ccccc3)c3cccc(Cl)c3cc-2c1=O	4	22	6	-1	7	-3	4	9	2
40	COc1ccc(CN(C(=O)c2ccc(C)cc2)C2CCS(=O)(=O)C2)cc1 (stereo not given)	1	10	2	1	-6	0	-1	11	2
41	CCOC(=O)c1c(NC(=O)c2cc3n(n2)C(C(F)(F)F)CC(c2ccccc2)N3)sc(C)c1C (stereo not given)	4	18	3	1	-8	0	15	8	-1
42	C#Cc1ccc([C@@H]2C=C(C(=O)OCC=C)O[C@H](OCCCCO)C2)cc1	-3	-7	15	-2	-1	-2	10	-8	-5
43	O=C(OCC(=O)N1CCC(Cc2ccccc2)CC1)c1cncc(Br)c1	0	·	5	-1	·	8	4	·	·
44	C[C@H](CO)N1C[C@H](C)[C@@H](CN(C)Cc2ccc(-c3ccccc3)cc2)Oc2ccc(NC(=O)Cn3cnnn3)cc2C1=O	-1	·	6	4	·	-1	34	·	·
45	COc1ccc(-c2[nH]ncc2-c2nc(C)cs2)c(O)c1	8	-8	-3	-7	-3	11	-1	-8	0
46	COc1ccc(O)c(/C=N/NS(=O)(=O)c2ccc(C)cc2)c1	5	9	6	2	-4	-1	6	4	-1
47	Cc1ccc(Cn2c(=O)n(-c3ccccc3)c(=O)c3ccc(C(=O)NCc4ccco4)cc32)cc1	-9	1	-4	-5	-11	-8	3	10	-8
48	COc1ccc(CCNC(=O)COc2ccc([N+](=O)[O-])cc2)cc1	6	-5	-2	5	1	11	-1	-15	1
49	O=C(CCCCCN1C(=O)CCC1=O)Nc1ccc(Br)cc1F	3	7	6	-2	-4	-3	3	-8	-2
50	O=C(CNC(=O)c1ccccc1Br)N/N=C/c1ccc(O)cc1	6	12	0	2	-4	7	2	4	-3
51	COc1ccc(S(=O)(=O)NC(C)C(=O)NCc2ccccn2)cc1Cl (stereo not given)	-5	-7	4	-8	-5	9	12	-11	-2
52	CCc1ccc(CNc2ccc3c(c2)ncn3C)cc1	7	13	7	1	6	8	16	8	4
53	COc1ccc(NC(=O)C#Cc2ccccc2)cc1OC	6	3	1	-3	2	-1	11	-8	1
54	O=C(O)Cc1ccc(NC(=O)Nc2cccc3ccccc23)cc1	2	-5	-3	-3	1	0	14	2	-2
55	C=CCn1cc(/C=C2\SC(N3CCOCC3)=NC2=O)c2ccccc21	·	-6	8	·	2	·	31	-13	2
56	COc1ccc(C(=O)NCC(c2cccs2)N2CCc3ccccc32)c(OC)c1 (stereo not given)	3	-11	1	0	2	6	-12	-21	3
57	CC1(C)CC2CC(C)(CN2S(=O)(=O)c2cccc(C(=O)OCC(=O)NC(N)=O)c2)C1 (stereo not given)	-1	9	0	3	2	20	-13	8	3
58	Cc1ccc(Nc2ncc(C(=O)NCCCN3CCN(C)CC3)c3ccccc23)cc1Cl	3	-17	6	-1	7	1	-38	1	4
59	COc1ccc([C@H]2CC(=O)C=C(c3ccc(Oc4ccccc4)cc3)C2)cc1OC	-4	-3	5	-6	13	4	12	·	4
60	COc1ccccc1-c1cnnc(N/N=C/c2ccc(-c3cccc(Br)c3)o2)n1	8	0	4	4	-3	-4	16	4	-2
61	Cn1c(COc2ccccc2)nnc1SCC(=O)NCc1ccccc1	-3	10	6	3	-7	-1	7	13	3
62	COCCCNC(=O)Cn1cc(/C=C(\C#N)C(=O)NC2CC2)c2ccccc21	5	15	4	-6	-2	1	-2	10	-3
63	Fc1ccc2nc(Nc3nc4c(s3)CCCC4)sc2c1	4	-6	3	-5	-7	-4	23	5	-5
64	CCOc1ccccc1Nc1nnc(SCC(=O)N(C)C2CCS(=O)(=O)C2)s1 (stereo not given)	10	·	7	-5	·	7	21	·	·

Source: PubChem BioAssay
